Runt-SMMHC FRET: Runt domain-CBFb-SMMHC interaction inhibition. Q01196+Q13951. Cerulean-Runt/Venus-CBFb-SMMHC FRET ratio 530/480, 1 h. inhibition, % at 20 µM. 0.74% of 220,000 active;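 active = mean inhibition across duplicate retests at 20 µM reaching about 50%, limit read from the data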;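 also: 0% = DMSO wells and 100% = wells with excess untagged CBFb-SMMHC; inhibitors lower the FRET ratio by blocking Runt binding to CBFb-SMMHC; some results filed as inactive read as strong as hits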
Hck-Nef inh: human Hck-Nef kinase inhibition; Recombinant Hck-YEEI plus Nef, Z-Lyte FRET kinase assay; inhibition, % at 20 µM; 0.68% of 220,000 active; AID 463187;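 active = Hck-Nef kinase inhibition above about 50%, limit read from the data; inactive = inhibition below that limit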;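 also: 0% = DMSO with Hck plus Nef and 100% = Hck alone without Nef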
Target sequence (P08631 whole entry, looked up): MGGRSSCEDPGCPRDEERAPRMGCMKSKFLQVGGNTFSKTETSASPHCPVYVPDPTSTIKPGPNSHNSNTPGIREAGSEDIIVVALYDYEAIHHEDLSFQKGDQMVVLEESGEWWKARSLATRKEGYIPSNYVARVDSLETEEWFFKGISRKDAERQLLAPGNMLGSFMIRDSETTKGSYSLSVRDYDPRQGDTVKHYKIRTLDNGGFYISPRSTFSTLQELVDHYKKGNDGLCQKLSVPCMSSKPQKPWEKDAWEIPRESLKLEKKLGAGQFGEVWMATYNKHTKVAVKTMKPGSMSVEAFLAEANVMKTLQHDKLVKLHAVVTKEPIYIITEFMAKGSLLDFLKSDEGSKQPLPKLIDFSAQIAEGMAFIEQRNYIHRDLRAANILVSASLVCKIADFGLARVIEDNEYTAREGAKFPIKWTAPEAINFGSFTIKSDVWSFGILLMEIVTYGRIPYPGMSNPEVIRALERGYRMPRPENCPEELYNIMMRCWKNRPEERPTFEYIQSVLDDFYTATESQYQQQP
zVAD death inh: L929 zVAD cell death inhibition | L929 zVAD necroptosis rescue, ATP luminescence, 24 h; with zVAD 60 µM | viability rescue, % at 10 µM | 0.38% of 220,000 active;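 active = activation, scaled between plate controls, above about 75%, limit read from the data; inactive = activation under that limit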;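 also: 0% = zVAD with DMSO and 100% = DMSO alone without zVAD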
Runt-CBFb FRET: inhibitors of human RUNX1 Runt domain binding to CBFb. AID 1496. Q01196+Q13951. 0.46% of 220,000 active. inhibition, % at 20 µM. Cerulean-Runt/Venus-CBFb FRET ratio 530/480, 1 h;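 active = inhibition over about 50% at 20 µM in the single-dose screen, limit read from the data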;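 also: 0% = DMSO wells and 100% = excess unlabeled CBFb competitor control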
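Schedule: protein complex preformed 1 h, compound exposure 1 h, room temperature, dark; test system: Cerulean-labeled Runt domain protein; amount: 100 nM per protein; buffer or medium: Tris 50 mM pH 7.5, KCl, K2SO4, 0.01% BSA; read-out: loss of energy transfer signal; detection: FRET fluorescence; controls: 5 µM unlabeled CBFb as full-inhibition high control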
14-3-3 Bad inh: disrupts binding of bovine 14-3-3 zeta to phospho-Bad peptide. P63103. inhibition, % at 21.7 µM. TR-FRET 14-3-3zeta/Dy647-pBad peptide displacement, 1 h. AID 781. 0.71% of 220,000 active;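 active = inhibition above about 70%, limit read from the data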;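 also: 0% = full 14-3-3 plus peptide FRET controls and 100% = background without 14-3-3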
Target sequence (P63103 whole entry, looked up): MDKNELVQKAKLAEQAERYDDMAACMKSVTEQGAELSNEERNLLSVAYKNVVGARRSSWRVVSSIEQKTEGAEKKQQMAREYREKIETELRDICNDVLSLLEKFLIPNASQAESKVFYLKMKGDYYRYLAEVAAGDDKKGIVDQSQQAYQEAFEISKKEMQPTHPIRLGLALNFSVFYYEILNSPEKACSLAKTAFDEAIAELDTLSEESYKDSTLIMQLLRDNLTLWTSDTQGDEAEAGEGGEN
Mdm2 ligase inh: inhibitors of human Mdm2 E3 ubiquitin ligase; Q00987; cell-based MDM2 ubiquitination luciferase reporter, 2 h; 0 = plate control, 100 = twice control, blank-subtracted; signal enhancement, % at 5 µM; 0.11% of 210,000 active;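 active = signal enhancement of 30% or more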;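 also: luminescence tracks abundance of the self-degrading MDM2-luciferase fusion protein; higher signal means inhibition of MDM2 E3 ligase activity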
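Material: Stable MDM2–luciferase fusion reporter cells | Amount: 2000 cells seeded into each well | Dosing: One concentration, 5 µM, with 0.2% DMSO | Incubation: 4 h cell settling then 2 h compound exposure, 37 °C | Measured by: Luciferase luminescence | Read-out basis: % enhancement relative to plate controls after blank subtraction | Benchmarks: Control and blank well means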
p47phox inh: blocks human p47phox regulatory protein of NADPH oxidases; P14598; p47phox/p22phox peptide binding, fluorescence polarization, 2 h; inhibition, % at 24.7 µM; 0.53% of 220,000 active; AID 1274;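 active = inhibition above about 30%, limit read from the data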;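 also: 0% = p47phox with labelled peptide and 100% = labelled peptide alone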
EBV gp42 block: blocks Epstein-Barr virus glycoprotein 42 binding | 0.42% of 220,000 active | Fluorescence polarization binding assay, mP read-out | Q1HVG2 | AID 1085 | inhibition, % (tested at 21.74 µM); in the data active = inhibition above about 50%
Target sequence (Q1HVG2 whole entry, looked up): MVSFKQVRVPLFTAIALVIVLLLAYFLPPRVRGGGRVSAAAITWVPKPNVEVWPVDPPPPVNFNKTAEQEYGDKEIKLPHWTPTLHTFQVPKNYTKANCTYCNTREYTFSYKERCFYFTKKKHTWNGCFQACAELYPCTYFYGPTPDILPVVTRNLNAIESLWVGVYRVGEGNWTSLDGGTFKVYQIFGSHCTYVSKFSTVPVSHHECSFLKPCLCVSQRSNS
Tb hexokinase: blocks Trypanosoma brucei hexokinase 1 activity | 0.11% of 220,000 active | inhibition, % at 10 µM | recombinant TbHK1, G6PDH-coupled NADH A340;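 active = inhibition of 50% or more in the single-dose primary screen; inactive = inhibition below 50%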
* hit, by the source's call; . = no result given; [ ] = another dose, or the depositor's remark. Outcome played no part in choosing rows (roughly 3.2% active in at least one column).

SMILES | Runt-SMMHC FRET | Hck-Nef inh | zVAD death inh | Runt-CBFb FRET | 14-3-3 Bad inh | Mdm2 ligase inh | p47phox inh | EBV gp42 block | Tb hexokinase
CCCCC(=O)Nc1cc([N+](=O)[O-])ccc1F | 5 | 21 | 37 | 0 | -6 | 4 | 4 | 0 | 1
CC(=O)NC(Cc1ccc(F)c(F)c1)C(=O)NC1CCN(c2c(Cc3ccccc3)c(C)nc3ncnn23)CC1 (centres undefined) | . | 25 | -0.9 | . | -7 | -16 | -5 | -17 | -18
COc1cccc(C2CC(C(F)(F)F)n3ncc(C(=O)NCc4ccco4)c3N2)c1 (centres undefined) | -5 | 0 | -1.7 | 0 | 6 | -2 | -4 | 3 | -3
CCOC(=O)N1CCN(Cc2nc3c(c(=O)n(C)c(=O)n3C)n2CCC(C)C)CC1 | -6 | 3 | -0.1 | 0 | 11 | -18 | -8 | -11 | -7
CCOC(=O)c1sc2nc(C)cc(C)c2c1NC(=O)c1ccco1 | 5 | -1 | -0.2 | -3 | 13[fluorescence artefact?] | -1 | -11 | 1 | -4
c1cc(-c2sc(-c3ccncc3)c(-c3ccncc3)c2-c2ccncc2)ccn1 | -8 | 24 | 0.2 | -1 | -2 | . | -20 | 10 | -38
CCCNC(=O)C(=O)NCCC1=CCCCC1 | 0 | 1 | 0.7 | 0 | 0[fluorescence artefact?] | -8 | 0 | -13 | 6
Cc1ccc(N2C(=O)CSC23C(=O)Nc2ccccc23)cc1 (centres undefined) | 1 | 1 | 0.7 | 1 | 0 | -12 | -4 | -15 | -4
CC(C(N)=O)N1C(=O)C2C3C=CC(C3)C2C1=O (centres undefined) | -1 | -2 | 0.2 | 3 | -7 | -19 | -3 | -5 | 6
COc1ccc(NC(=O)c2cccs2)cc1O | -1 | 0 | 0.2 | 12 | -9 | -9 | -13 | -9 | -11
CC(C)(C)C1CCc2c(sc(NC(=O)CSc3ncn[nH]3)c2C#N)C1 (centres undefined) | -2 | 7 | -0.3 | -4 | -13[fluorescence artefact?] | . | -33 | -21 | 17
Cc1cnc(C(=O)Nc2nccs2)cn1 | -4 | 1 | 1.6 | -2 | 13[fluorescence artefact?] | -8 | 7 | -21 | -12
O=C(C1=C(O)C(=O)N(CCOCCO)C1c1ccccn1)c1cccs1 (centres undefined) | -4 | 14 | 0.8 | -2 | 16 | 0 | -13 | -10 | -31
Oc1c(C(c2ccccn2)N2CCOCC2)ccc2cccnc12 (centres undefined) | 2 | 3 | 0.4 | 3 | 19[fluorescence artefact?] | -2 | 17 | 2 | 7
C=CCN1CCN(C(c2ccc(OC)c(OC)c2)c2nnnn2C(C)(C)C)CC1 (centres undefined) | 0 | -5 | 1.8 | 0 | 29[fluorescence artefact?] | 1 | -5 | -23 | -5
NC(=O)c1cccc(C(N)=O)n1 | 0 | -16 | 0.8 | 1 | -8 | 15 | 3 | -13 | 0
Cc1ccc(Nc2nc(COC(=O)C3CC3)cs2)cc1 | 0 | 0 | 1.7 | 2 | -9 | -27 | -23 | -9 | -10
O=C(c1ccc2ccccc2c1)C1CCCN(C(=O)CCn2cnnn2)C1 (centres undefined) | 1 | 20 | -0.5 | 0 | -5 | -5 | -7 | -6 | -6
CCC(=O)N1CCN(c2ccc(NC(=O)c3ccc4c(c3)OCCO4)cc2)CC1 | -1 | 6 | 0.0 | 0 | -16 | 13 | 2 | -6 | -3
COC(=O)c1ccc(NC(=O)CS(=O)(=O)Cc2ccccc2)cc1 | 2 | -11 | 3.1 | 2 | 6 | -5 | 1 | -12 | -2
O=c1c2ccccc2nc(-c2ccccc2)n1CCCN1CCOCC1 | -4 | 0 | -0.3 | 2 | 1 | -3 | 0 | -6 | 4
COc1cc([N+](=O)[O-])c(C(=O)N2CCOCC2)c([N+](=O)[O-])c1 | -1 | 3 | 0.0 | -1 | -6 | 6 | -3 | -19 | -11
O=C(CCCC(=O)OCC(F)(F)C(F)F)Nc1ccccc1F | 2 | 20 | 4.3 | -2 | -17 | -28 | -1 | -12 | -1
Oc1ccccc1C(=S)N1CCCCC1 | 9 | 6 | 1.1 | 13 | -3 | -33 | -8 | -22 | 1
Cc1nc(NC(=O)CSc2nnc(-c3ccc4c(c3)OCO4)o2)c(Cl)cc1Cl | -71 | 2 | 0.1 | -2 | -18 | -14 | -8 | -3 | 3
CN1c2ccccc2N(C)C1c1ccc2c(c1)OCO2 | 0 | -2 | 0.1 | -3 | -4 | 0 | -14 | -25 | -4
C=CCn1c(SCC(=O)NCC2CCCO2)nc2scc(-c3ccco3)c2c1=O (centres undefined) | -66 | 2 | -0.3 | 6 | -14 | 4 | -11 | -17 | -5
COc1ccccc1CNC(=O)COC(=O)Cc1c(F)cccc1Cl | 1 | 18 | 1.1 | -1 | 5 | -13 | -3 | -26 | 8
COC(=O)CSc1nc(Cc2ccccc2)nc2ccccc12 | 0 | 19 | 22 | -2 | 1 | -16 | -9 | -4 | 1
Cc1cc(NNC(=O)c2cccc(C(F)(F)F)c2)nc2c1c(C)nn2C | 1 | -3 | -0.4 | -4 | -4 | -20 | -8 | -9 | -7

An excerpt from the list above:
SMILES | Runt-SMMHC FRET | Hck-Nef inh | zVAD death inh | Runt-CBFb FRET | 14-3-3 Bad inh | Mdm2 ligase inh | p47phox inh | EBV gp42 block | Tb hexokinase
O=C(c1ccc2ccccc2c1)C1CCCN(C(=O)CCn2cnnn2)C1 (centres undefined) | 1 | 20 | -0.5 | 0 | -5 | -5 | -7 | -6 | -6
CCC(=O)N1CCN(c2ccc(NC(=O)c3ccc4c(c3)OCCO4)cc2)CC1 | -1 | 6 | 0.0 | 0 | -16 | 13 | 2 | -6 | -3
COC(=O)c1ccc(NC(=O)CS(=O)(=O)Cc2ccccc2)cc1 | 2 | -11 | 3.1 | 2 | 6 | -5 | 1 | -12 | -2
O=c1c2ccccc2nc(-c2ccccc2)n1CCCN1CCOCC1 | -4 | 0 | -0.3 | 2 | 1 | -3 | 0 | -6 | 4
COc1cc([N+](=O)[O-])c(C(=O)N2CCOCC2)c([N+](=O)[O-])c1 | -1 | 3 | 0.0 | -1 | -6 | 6 | -3 | -19 | -11
O=C(CCCC(=O)OCC(F)(F)C(F)F)Nc1ccccc1F | 2 | 20 | 4.3 | -2 | -17 | -28 | -1 | -12 | -1
Oc1ccccc1C(=S)N1CCCCC1 | 9 | 6 | 1.1 | 13 | -3 | -33 | -8 | -22 | 1
Cc1nc(NC(=O)CSc2nnc(-c3ccc4c(c3)OCO4)o2)c(Cl)cc1Cl | -71 | 2 | 0.1 | -2 | -18 | -14 | -8 | -3 | 3
CN1c2ccccc2N(C)C1c1ccc2c(c1)OCO2 | 0 | -2 | 0.1 | -3 | -4 | 0 | -14 | -25 | -4
C=CCn1c(SCC(=O)NCC2CCCO2)nc2scc(-c3ccco3)c2c1=O (centres undefined) | -66 | 2 | -0.3 | 6 | -14 | 4 | -11 | -17 | -5
COc1ccccc1CNC(=O)COC(=O)Cc1c(F)cccc1Cl | 1 | 18 | 1.1 | -1 | 5 | -13 | -3 | -26 | 8

Other entries.
SMILES | Runt-SMMHC FRET | Hck-Nef inh | zVAD death inh | Runt-CBFb FRET | 14-3-3 Bad inh | Mdm2 ligase inh | p47phox inh | EBV gp42 block | Tb hexokinase
O=C(CSCCSCC(=O)c1ccco1)c1ccco1 | -1 | 1 | 0.3 | 8 | 2 | -19 | 1 | 15 | 2
CCCC(=O)Nc1ccccc1NC(=O)c1ccc(OCC)cc1 | 1 | 16 | 19 | -2 | -6 | -4 | 0 | 1 | -3
Cc1ccc(NC(=O)C2(c3ccc([N+](=O)[O-])cc3)CCCC2)cc1 | -2 | 2 | 1.9 | 0 | -10[fluorescence artefact?] | -13 | -30 | -6 | 0
CCN(CC)S(=O)(=O)c1ccc(-c2nnc(SCC(=O)Nc3ccc(OC)cc3)o2)cc1 | 0 | 7 | 0.9 | -2 | 21 | 1 | 10 | -8 | 11
CC(=O)NC1=NC(=O)/C(=C/c2cn(C(C)=O)nc2-c2ccccc2)S1 | 6 | 4 | 5.3 | 18 | -10 | -13 | -114 | -51 | -18
O=c1cc(NCCO)c2ccccc2o1 | -2 | -6 | -0.4 | -1 | 10 | -1 | -8 | -20 | -4
C=CCn1c(SCC(=O)NCc2ccccc2)nnc1-c1ccccc1O | -3 | 4 | . | 0 | -6[fluorescence artefact?] | -5 | -6 | 3 | 6
COc1ccccc1CN1C[C@@H]2C[C@@H](c3ccccc3C)N3CCC[C@@]23C1=O | 4 | -13 | -0.6 | 0 | -17 | -11 | -12 | -12 | -4
CCOc1ccccc1NC(=O)c1c(NC(=O)CCC(=O)O)sc2c1CCCCC2 | 11 | 6 | 4.8 | 13 | -7 | -18 | -15 | -5 | -1
CCOc1ccc(C2N(c3ccc(F)cc3)C(=O)C3CCCN32)cc1OC (centres undefined) | 0 | 7 | 0.5 | 1 | -13 | -18 | 2 | -11 | 0
COc1ccc(C(C)(C)C)cc1NC(=O)COC(=O)c1ncc(Cl)c(Cl)c1Cl | 0 | 3 | 1.3 | -4 | -4 | -1 | -31 | -26 | 5
CCC(C)(C)n1nnnc1C(c1ccncc1)N1CCN(c2cccc(OC)c2)CC1 (centres undefined) | 2 | 0 | 0.0 | -1 | -10 | -15 | -13 | -70 | -3
COc1ccccc1N(CC(=O)NCC1CCCO1)C(=O)CNS(=O)(=O)c1ccc(C)cc1 (centres undefined) | 5 | 0 | 0.1 | -1 | -3 | -6 | 7 | 1 | 0
O=C(c1ccc(N2CCCCCC2)c([N+](=O)[O-])c1)N1CCc2ccccc21 | 0 | 4 | 2.6 | -1 | -5 | 8 | -14 | -13 | 20
Cc1ccc2nc(SCC(=O)NCc3cccs3)c(C#N)cc2c1 | 0 | 1 | 1.2 | . | -6[fluorescence artefact?] | -6 | -26 | -23 | 5
CCCCCCC(=O)NN1CCN(C)CC1 | -3 | 11 | -0.6 | 0 | -4[fluorescence artefact?] | . | -23 | -13 | -4
CCOC(=O)c1cc(C#N)c(N2CCN(c3ccccn3)CC2)nc1-c1ccccc1 | -3 | -17 | 1.5 | -3 | -8 | -5 | -15 | 3 | -7
O=C(c1ccccc1)N(Cc1ccc2c(c1)OCO2)Cc1nc2ccccc2c(=O)[nH]1 | 5 | 2 | 0.3 | 0 | 4 | -8 | -9 | -13 | 5
COc1cccc(/C(C)=N/NC(=O)c2ccc(N(C)C)cc2)c1 | 1 | -1 | 0.3 | 8 | 8[fluorescence artefact?] | -21 | -8 | -7 | -41
O=[N+]([O-])c1ccccc1-c1nc(-c2ccc(Br)o2)no1 | 1 | 4 | 0.6 | 2 | -4[fluorescence artefact?] | -26 | -7 | -9 | 21
COc1ccccc1Oc1nc2c(c(=O)n(Cc3ccccc3F)c(=O)n2C)n1C | 44 | -2 | 0.0 | 21 | -4 | -11 | -37 | -12 | 2
CC(C)(C)c1csc(NC(=O)c2ccc3nccnc3c2)n1 | 1 | 1 | 0.2 | -2 | -5 | -17 | -16 | -11 | -15
